Compound activity from PubChem BioAssay.
CRFR2-BP antag – antagonists of CRF-binding protein/CRF-R2 receptor complex; HEK293 CRF-R2/CRF-BP, CRF-induced calcium fluorescence; inhibition, % at 11.8 µM; actives 0.59% (n = 350,000);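 active = inhibition of the ligand-induced calcium signal above about 50% at the single tested concentration, limit read from the data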
CHRM5 agonist – CHRM5 agonism in calcium assay; P08912; actives 0.19% (n = 360,000); CHO-K1 hM5 cells, Fluo-8 calcium fluorescence; 0% DMSO wells, 100% maximal acetylcholine response; AID 624037; activation, % at 3 µM;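 active = activation above the run's mean over test compounds plus 3 SD, cut at about 23% in these data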;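 also: signal is peak over basal fluorescence ratio across the kinetic read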
Target sequence (P08912 whole entry, looked up): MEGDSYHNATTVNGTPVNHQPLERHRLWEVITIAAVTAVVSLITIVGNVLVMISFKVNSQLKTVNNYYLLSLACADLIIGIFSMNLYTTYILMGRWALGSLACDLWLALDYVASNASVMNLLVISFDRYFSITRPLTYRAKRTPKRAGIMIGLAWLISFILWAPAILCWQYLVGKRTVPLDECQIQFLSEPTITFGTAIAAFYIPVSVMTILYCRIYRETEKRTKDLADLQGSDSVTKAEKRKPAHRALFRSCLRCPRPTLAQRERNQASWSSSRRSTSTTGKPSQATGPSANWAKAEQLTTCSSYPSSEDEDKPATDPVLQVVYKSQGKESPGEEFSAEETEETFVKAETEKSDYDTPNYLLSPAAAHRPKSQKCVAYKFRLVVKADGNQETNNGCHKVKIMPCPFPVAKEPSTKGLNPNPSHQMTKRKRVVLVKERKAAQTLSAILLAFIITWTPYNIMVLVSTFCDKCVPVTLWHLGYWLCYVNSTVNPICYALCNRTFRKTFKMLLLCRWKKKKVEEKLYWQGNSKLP
IDE cell inh – cellular human IDE inhibition; HEK cells, FAbetaB cleavage, fluorescence polarization; inhibition, % at 5.59 µM; actives 0.41% (n = 320,000); AID 434962;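 active = percent inhibition above the average of all tested compounds plus 3 SD, set per screening campaign, cut at about 16% in these data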;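 also: IDE supplied by intact live HEK cells; FP after avidin binding of uncleaved biotin substrate so inhibition keeps polarization high; 0% = DMSO wells and 100% = 60 µM reference IDE inhibitor Ii1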
CHRM4 agonist – agonists of human muscarinic M4 receptor (CHRM4); P08173; CHO-K1 hM4/Gqi5, Fluo-8 calcium fluorescence; vehicle 0%, full acetylcholine response 100%; activation, % at 3 µM; AID 624127; actives 0.14% (n = 360,000);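 active = activation above the run mean over all test wells plus 3 SD, cut at about 32% in these data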;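 also: peak over basal fluorescence ratio per well then scaled between controls; 0% = DMSO wells and 100% = acetylcholine at EC100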
Target sequence (P08173 whole entry, looked up): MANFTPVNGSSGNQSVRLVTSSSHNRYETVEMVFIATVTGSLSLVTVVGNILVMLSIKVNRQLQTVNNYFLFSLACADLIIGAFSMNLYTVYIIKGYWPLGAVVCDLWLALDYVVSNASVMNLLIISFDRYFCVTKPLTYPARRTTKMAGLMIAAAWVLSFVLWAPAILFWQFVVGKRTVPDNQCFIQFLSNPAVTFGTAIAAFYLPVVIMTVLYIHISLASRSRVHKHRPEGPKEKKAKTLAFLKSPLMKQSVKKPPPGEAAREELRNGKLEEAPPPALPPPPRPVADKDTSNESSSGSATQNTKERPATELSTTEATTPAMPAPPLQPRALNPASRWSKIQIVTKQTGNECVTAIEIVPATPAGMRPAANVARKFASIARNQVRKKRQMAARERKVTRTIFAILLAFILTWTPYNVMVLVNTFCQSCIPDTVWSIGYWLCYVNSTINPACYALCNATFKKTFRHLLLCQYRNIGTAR
CHRM4 PAM – CHRM4 positive allosteric modulation. P08173. CHO-K1 hM4/Gqi5, Fluo-8 calcium fluorescence, ACh EC20; 0% = ACh EC20, 100% = maximal ACh. activation, % at 3 µM. actives 0.4% (n = 360,000);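 active = activation above its plate's cutoff, the mean activation of sample wells plus 3 SD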; also: some results filed as inactive read as strong as hits
CRFBP-R2 agonist – agonists of human CRF-binding protein/CRF-R2 receptor complex | HEK293 CRF-R2/CRF-BP, calcium dye fluorescence (FLIPR); percent of saturating CRF peptide response | activation, % at 13.2 µM | actives 0.46% (n = 350,000);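 active = activation of at least 50%, plus an integration ratio under a set limit after plate pattern correction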;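 also: plate controls were neutral control wells without compound for no effect and CRF at EC100 for full effect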
CHRM4 antagonist – antagonists of human muscarinic M4 receptor (CHRM4); CHO-hM4 cells, ACh EC80, Fluo-8 calcium fluorescence; actives 0.73% (n = 360,000); P08173; AID 624125; inhibition, % at 3 µM;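 active = inhibition above its plate's cutoff, the mean inhibition of sample wells plus 3 SD, cut at about 27% in these data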;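 also: 0% = acetylcholine EC80 with DMSO and 100% = DMSO without agonist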
M5 antag – CHRM5 antagonism in calcium assay; CHO-hM5 cells, Fluo-8 calcium fluorescence, ACh EC80; inhibition, % at 3 µM; actives 0.59% (n = 360,000); AID 624040;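 active = inhibition above a per-plate cutoff, the mean of that plate's test compounds plus 3 SD, cut at about 27% in these data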;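 also: 0% = acetylcholine EC80 with DMSO and 100% = DMSO without agonist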
M5 PAM – positive allosteric modulators of human muscarinic M5 receptor; actives 0.3% (n = 360,000); AID 624038; P08912; CHO-K1 hM5, Fluo-8 calcium, ACh EC20 PAM; 0% = ACh EC20, 100% = ACh EC100; activation, % at 3 µM;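 active = activation above the run cutoff, the mean activation of all test compounds plus 3 SD, cut at about 18% in these data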
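System: CHO-K1 hM5 cells. Reagent: acetylcholine, EC20 level. Compound dosing: single dose, 3 µM nominal final test concentration. Timing: Post-acetylcholine fluorescence recording 140 s. Detection: Fluo-8 calcium fluorescence. Read-out: % activation, ACh-normalized. Benchmarks: ACh EC20 and EC100 wells. Repeats: singlicate, one well per test compound.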
* = called active by the depositor; . = no result given.

SMILES	CRFR2-BP antag	CHRM5 agonist	IDE cell inh	CHRM4 agonist	CHRM4 PAM	CRFBP-R2 agonist	CHRM4 antagonist	M5 antag	M5 PAM
CC(=O)CC(c1ccc([N+](=O)[O-])cc1)c1c(O)c2ccccc2oc1=O (stereo not given)	-16	1	0	1	-2	1.2	-7	2	-5
CC(C)Cn1cnc2c(SCCc3ccccc3)nc(N)nc21	3	0	.	4	5	-3.0	-3	9	9
CCOC(=O)C1(C)CCCN(C(=O)c2c(F)ccc(C)c2F)C1 (stereo not given)	.	0	.	0	0	.	-7	-2	-3
CCC(C(=O)Nc1ccc(C)cc1)c1ccccc1 (stereo not given)	-10	-2	5	1	-5	6.7	6	7	-2
Cc1cccc(C)c1NC(=O)C1(NC(=O)Cn2cccc([N+](=O)[O-])c2=O)CCCCC1	12	-1	-4	-1	9	1.1	8	-3	-2
C#CCOCCOCCOCCNc1nc(N2CCN(C(=O)[C@H](CCCCN)n3cc([C@@H](N)C(C)CC)nn3)CC2)nc(N2CCN(C(=O)[C@H](CCCCN)n3cc([C@@H](N)CC(C)C)nn3)CC2)n1 (stereo not given in full)	-6	1	3	4	11	-0.7	-7	11	-1
Cn1c(=O)c2c(ncn2CC(=O)Nc2ccccc2Sc2ccccc2)n(C)c1=O	-5	-2	6	2	-1	-0.9	0	2	-3
O=C(NN=C1c2ccccc2-c2ccccc21)c1ccccc1	8	-3	3	1	2	-3.2	11	11	3

Later entries
SMILES	CRFR2-BP antag	CHRM5 agonist	IDE cell inh	CHRM4 agonist	CHRM4 PAM	CRFBP-R2 agonist	CHRM4 antagonist	M5 antag	M5 PAM
N#CCC(=N)N1CCN(c2ccc(Cl)cc2)CC1	18	1	-6	6	10	-0.2	-6	5	-1
O=C(Cn1c(C(=O)NCc2ccco2)cc2sccc21)c1ccccc1	4	-1	-2	2	-12	-0.8	8	3	-14
COc1cc(/C=N/NC(=O)c2ccc3c(c2)OCCO3)cc(Cl)c1O	4	-1	-1	2	0	0.1	-28	-5	8
Cc1c(NS(=O)(=O)c2cccc(C(=O)Nc3cccc(F)c3)c2)c(=O)n(-c2ccccc2)n1C	-5	-9	.	2	3	-2.4	-1	5	-13
Cc1ccc(Cc2cnc(NC(=O)/C(C#N)=C/c3ccc(-c4cccc([N+](=O)[O-])c4)o3)s2)cc1	4	-2	1	0	0	8.7	-3	-1	-3
COc1ccccc1NC(=S)NCc1ccco1	-17	-3	5	1	10	-1.3	-2	-2	-1
CC(=O)NC(CC(=O)OCc1ccc([N+](=O)[O-])cc1)c1ccccc1 (stereo not given)	-4	-2	-1	1	-4	-0.8	4	8	2
COc1ccc(OC)c(CCNC(=O)c2ccc(CS(=O)Cc3ccc(Cl)cc3)o2)c1 (stereo not given)	18	-2	-2	7	-4	-0.4	4	-6	0

Next structures
SMILES	CRFR2-BP antag	CHRM5 agonist	IDE cell inh	CHRM4 agonist	CHRM4 PAM	CRFBP-R2 agonist	CHRM4 antagonist	M5 antag	M5 PAM
COc1cc(C(=O)NNC(=S)Nc2ccc(S(N)(=O)=O)cc2)cc(OC)c1OC	12	3	-3	16	-13	11	5	20	-17
COc1cccc(N2C(=O)C3CCCN3C2c2ccc(Cl)cc2)c1 (stereo not given)	-4	-3	4	1	-5	-2.3	0	1	-5
COc1cccc(/C=N/NC(=O)c2ccc(=O)n(C)c2)c1O	-13	2	5	0	3	1.6	-1	1	-3
CCCOc1ccc(-c2nc(C#N)c(N3CCC(C(N)=O)CC3)o2)cc1	6	-2	-4	3	3	-0.7	5	2	-2
O=C(Cc1ccc(Cl)cc1)Nc1ccccc1C(=O)N1CCCCC1	-7	0	5	1	-3	-0.1	3	28*	-12
COc1ccc(OCC(=O)Nc2cc3oc4ccccc4c3cc2OC)cc1	-3	-1	3	0	-3	-0.4	8	-7	7
Cc1csc(NC(=O)c2cc3ccccc3o2)n1	7	0	0	2	5	-0.3	-26	-2	-3
O=C(CSCc1ccc([N+](=O)[O-])cc1)NCCSCc1ccccc1	21	-2	3	2	-12	-1.1	2	5	-5

Next section.
SMILES	CRFR2-BP antag	CHRM5 agonist	IDE cell inh	CHRM4 agonist	CHRM4 PAM	CRFBP-R2 agonist	CHRM4 antagonist	M5 antag	M5 PAM
COc1ccc(C(=O)NCc2nnc(SCC(=O)Nc3cc(Cl)ccc3OC)o2)cc1	25	-2	3	1	-3	-1.1	8	7	0
COc1ccc(C(CNC(=O)C(C)c2ccc3cc(OC)ccc3c2)N(C)C)cc1 (stereo not given)	5	-4	3	3	-8	-0.1	4	12	-4
Cc1ccc(O)c(NC(=O)c2ccc3c(c2)C(=O)N(CC(C)C)C3=O)c1	9	-2	-10	1	-9	-0.5	-1	12	-2
O=C(CCN1C(=O)c2ccccc2C1=O)C1=NN[C@@H]2C(=O)N(c3ccc4c(c3)OCCO4)C(=O)[C@H]12	-9	0	0	8	-9	-1.1	-3	10	-8
CCOc1cc(-c2nnn(CC(=O)N3CCCCC3)n2)ccc1OC	8	2	-5	0	-1	-0.6	-2	1	5
O=C(NCC1CCCO1)c1ccccc1-c1nc(-c2ccc(F)cc2)no1 (stereo not given)	12	-3	-1	6	-6	-0.8	6	11	-12
O=C(CCCN1C(=O)c2cccc3cccc(c23)C1=O)Nc1nccs1	6	1	4	0	7	-0.7	7	-1	8
O=C(Nn1cnnc1)c1ccc(Br)s1	1	0	4	3	12	6.7	-9	8	-7

Next part:
SMILES	CRFR2-BP antag	CHRM5 agonist	IDE cell inh	CHRM4 agonist	CHRM4 PAM	CRFBP-R2 agonist	CHRM4 antagonist	M5 antag	M5 PAM
Cc1cccc(C)c1-n1nnnc1C(c1ccccc1OC(F)(F)F)N1CCN(C/C=C/c2ccccc2)CC1 (stereo not given)	.	-1	.	0	-11	.	-1	3	-7
O=C(CN(Cc1ccco1)C(=O)CNS(=O)(=O)c1ccc(F)cc1)NCc1ccco1	15	1	4	0	-2	-0.3	8	6	-4
CCOC(=O)N1CCC(NC(=O)c2ccc3c(c2)sc2nc(-c4ccccc4)cn23)CC1	26	1	15	11	4	-3.4	-8	2	-9
C=CCON/C(CCC)=C1\C(=O)C(C(=O)OC)C(C)(C)CC1=NC (stereo not given)	-6	-2	1	1	11	-1.3	-11	-11	9
Oc1c(Br)cccc1/C=N/Nc1c(F)c(F)c(F)c(F)c1F	-17	-2	8	1	-3	0.5	-3	6	-2
C=CCn1c(COc2cccc(C)c2)nnc1SCC(=O)NC(=O)NCc1ccco1	15	2	0	1	1	0.9	11	-1	-6
O=C1OCCOC2CCCc3oc(-c4ccccc4)c1c32 (stereo not given)	.	-1	.	0	6	.	-13	0	-4
Cc1cc(NC(=O)C(C)Sc2nnc(NCc3ccco3)s2)no1 (stereo not given)	-1	0	-5	0	3	0.3	-3	4	-6

(next part)
SMILES	CRFR2-BP antag	CHRM5 agonist	IDE cell inh	CHRM4 agonist	CHRM4 PAM	CRFBP-R2 agonist	CHRM4 antagonist	M5 antag	M5 PAM
CC[C@H](C)[C@H]1CNC(=O)C(=O)N1CC1CCN(CCCc2ccc(OC)c(OC)c2)CC1	-7	-1	.	0	3	0.6	1	0	3
O=C(O)c1cc(-c2ccc(N3CCOCC3)cc2)nn1-c1ccc(F)cc1F	-16	0	1	0	-5	1.1	6	12	-3
Cc1cc(Br)ccc1NC(=S)Nc1cccc([N+](=O)[O-])c1	0	3	-3	14	2	-1.2	-12	6	-15
COc1ccc(/C=C/C(=O)OCC(=O)N2CCN(S(=O)(=O)c3ccc(C)cc3C)CC2)cc1OC	8	1	.	2	1	6.4	5	11	5
COC(=O)COc1ccc(S(=O)(=O)N2CCN(c3ccc(F)cc3)CC2)cc1	20	2	2	3	-4	0.8	4	-9	1
CSc1nc(-c2ccccc2)c(-c2ccccc2)[nH]1	-36	0	7	-1	6	-1.6	1	1	-1
N#Cc1ccc(C(=O)CN2CCN(c3ccccc3)CC2)cc1	12	-2	1	0	5	-1.1	9	-3	3
CN(Cc1cn(C)nc1-c1ccc(Oc2ccccc2)cc1)CC1COCCO1 (stereo not given)	-10	-4	-1	3	4	1.7	1	-5	9

The results go on.
SMILES	CRFR2-BP antag	CHRM5 agonist	IDE cell inh	CHRM4 agonist	CHRM4 PAM	CRFBP-R2 agonist	CHRM4 antagonist	M5 antag	M5 PAM
O=C(NC(=S)Nc1ccc2c(c1)OCCO2)c1ccco1	-17	3	6	0	8	3.1	0	0	1
Cc1ccc(S(=O)(=O)N2CCCCC2)cc1C(=O)N1CCN(CCO)CC1	5	0	3	1	7	-0.7	-6	12	3
CCC(=O)N1N=C(c2c(-c3ccccc3)c3cc(Cl)ccc3[nH]c2=O)CC1c1ccco1 (stereo not given)	-27	3	2	2	6	1.9	-7	0	6
COc1ccc(NC(=O)C2CC(c3ccc(Cl)cc3)=NO2)cc1OC (stereo not given)	-8	1	-2	1	11	-0.1	-13	-6	5
CCC(c1nnnn1CC1CCCO1)N(CCN1CCOCC1)Cc1cc2cc(C)ccc2[nH]c1=O (stereo not given)	7	-8	.	0	16	1.5	-12	-20	1
O=C(COC(=O)c1cc2c(s1)CCC2)Nc1ccc(F)cc1	-13	-2	5	3	5	1.3	-11	-1	0
CC(NC(=O)COC(=O)c1cc(=O)c2ccccc2o1)c1ccccc1 (stereo not given)	-4	-1	0	1	4	-0.5	-2	5	-8
CC1=CCC2C(=O)N(c3ccc(C)cc3)C(=O)C2C1 (stereo not given)	7	-4	-3	-1	12	-0.1	-8	-1	-4

(further entries)
SMILES	CRFR2-BP antag	CHRM5 agonist	IDE cell inh	CHRM4 agonist	CHRM4 PAM	CRFBP-R2 agonist	CHRM4 antagonist	M5 antag	M5 PAM
O=C(CN1C(=O)c2ccccc2C1=O)Nc1ccc(-c2nc3ccccc3o2)cc1	8	-1	1	1	2	-3.2	10	3	-5
CCN1CCN(S(=O)(=O)c2ccc(Cl)c(C(=O)N(CC)CC(=O)Nc3ccc(OC)cc3)c2)CC1	9	-6	3	1	-2	-2.1	-1	13	-3
COCc1cc(=O)[nH]c(SCC(=O)N2CCOCC2)n1	12	-2	-6	0	-1	0.8	-1	-5	3
Cc1nc(=O)c(-c2ccccc2)c(C)n1-c1ccc(Br)cc1	-10	-3	0	0	3	-0.4	-5	8	6
COc1cc(CNC(=O)Nc2nc(C(N)Cc3ccc(Cl)cc3)cs2)cc(OC)c1OC (stereo not given)	.	-1	.	2	-6	.	16	6	3
O=S(=O)(NCCC1=CCCCC1)c1cccc(Br)c1	-1	-2	0	2	-14	-0.6	-2	-15	-10
